ARNT-TACC3 inh: disruptors of ARNT/TACC3 protein interaction, primary screen, biochemical, AlphaScreen, single concentration | AlphaScreen His-ARNT PAS-B/GST-TACC3 binding, luminescence; TACC3 fragment carries E629A point mutation | inhibition, % at 9.99 µM | 0.66% of 390,000 active | AID 623870, 2012;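 active means mean inhibition of replicates at least 50% and at least half of replicates each reaching 50%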;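 further: 0% = complete ARNT plus TACC3 wells and 100% = ARNT alone without TACC3; many hits fall short of the cut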
PAX8 inh HTS: inhibitors of PAX8-driven TPO luciferase reporter, primary screen, RMG-I cells, single concentration. 1.2% of 360,000 active. inhibition, % at 12.6 µM. SteadyGlo, 24 h;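 active means mean replicate inhibition at least 60% with every replicate also reaching 60%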;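 further: luciferase light reporting Pax8 driven TPO promoter activity; plate controls were median of neutral control wells for no effect and mitoxantrone controls for full effect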
Starred values were filed as active, the others as inactive.

SMILES | ARNT-TACC3 inh | PAX8 inh HTS
O=C(CSc1nnnn1Cc1ccccc1)Nc1ccc2c(c1)OCO2 | -8 | 11
C=C(C)CSc1nnc(-c2ccc(OC)cc2)n1N | -4 | -68
O=C1Nc2ccccc2N(O)N1c1cc(-c2cccc(Cl)c2)no1 | -13 | -6
O=C(C1CCCN(Cc2ccccc2)C1)N1CCCCC1 (stereo not drawn) | -4 | 4
O=C(O)c1oc2ccccc2c1-n1cccc1 | -4 | -4
Cc1cc(Cl)ccc1NC(=S)Nc1cccnc1 | 18 | 8
COc1ccc(C(C(=O)NC2CCCCC2)N(Cc2cccs2)C(=O)Cc2c[nH]c3ccccc23)cc1 (stereo not drawn) | 5 | 52
COC(=O)c1ccc(-c2sc3nc(N4CCOCC4)c4c(c3c2N)CC(C)(C)OC4)o1 | 0 | -9
CCO/N=C(/C)c1c(O)c(C)c(-c2ccccc2)n(-c2ccccc2)c1=O | -15 | -1
CCN=C1SC(CC(=O)NC(C)C)C(=O)N1CC (stereo not drawn) | -2 | -10
Clc1ccc(CN2CCN(c3ncnc4scc(-c5cccs5)c34)CC2)cc1 | -4 | 22
CC1(C)CC(=O)C2=C(C1)Nc1ccccc1NC2c1ccc2c(c1)OCO2 (stereo not drawn) | 7 | -18
Cn1c(=O)oc2ccc(C(=O)CSc3nnnn3-c3ccccc3)cc21 | -6 | 3
O=C(O)CSc1nnc(Cn2nnc3ccccc32)n1CCc1ccccc1 | 0 | -11
COc1ccc(S(=O)(=O)n2ccc(-c3cnc(-c4ccccc4)s3)n2)cc1 | -2 | -99
CCC(CC)C(=O)N1c2ccc(F)cc2CCC1C (stereo not drawn) | -6 | -2
CC(C)N1CC2=C(OC(N)=C(C#N)C2c2cccnc2)/C(=C/c2cccnc2)C1 (stereo not drawn) | 8 | -4
CCCCSc1nnc(-c2ccc(C)cc2)n1C | -10 | -164
CCCCCCCCn1c(N2CCN(c3cccc(Cl)c3)CC2)nc2c1c(=O)[nH]c(=O)n2C | -3 | -1
CCCCCCCCS(=O)c1sc2nc3c(cc2c1N)CCCC3 (stereo not drawn) | -3 | 33
Cc1cccc(NC(=O)CS(=O)(=O)c2cn(C)c3ccccc23)c1C | -5 | 12
CCOc1ccc(CN2CCC(=O)NC2=O)cc1 | -1 | -11
COc1cccc(C(NC(=O)c2ccccc2F)NC(=O)c2ccccc2F)c1 | -1 | -3
O=C(Nc1ccc2oc(-c3ccc4ccccc4c3)nc2c1)c1ccc2c(c1)OCCO2 | -1 | -64
COc1ccc(Cn2cccc(NC(=O)Nc3ccc(C#N)cc3)c2=O)cc1 | -1 | 13
Cc1nc2ncnn2c(C)c1CCC(=O)N1CCN(C(=O)c2ccco2)CC1 | -5 | -5
Cc1cc(C(=O)N/N=C/c2cccc([N+](=O)[O-])c2)c(C)o1 | 7 | -44
Cc1ccccc1Cn1c(=O)n(CCC(=O)NCc2ccc3c(c2)OCO3)c(=O)c2ccccc21 | -3 | -3
CC(=O)c1ccc(NC2OC(CO)C(O)C(O)C2O)cc1 (stereo not drawn) | -1 | 8
c1ccc2c(c1)nc1n2C2(N3CCOCC3)CCCC2C1N1CCOCC1 (stereo not drawn) | -12 | 2
CCOc1cc2[nH]c(=O)n(CCC(=O)NCc3ccc(OC)cc3)c(=O)c2cc1OCC | 8 | -4
COC(=O)Cn1c2c(c3cc(C)ccc31)CCCC2 | -7 | 3
COc1ccc(NS(=O)(=O)c2c(C)cc(C)cc2C)cc1 | -5 | 28
CCCCC(=O)Nc1ccc(NC(=O)C2CC2)cn1 | -21 | -7
CCOC(=O)c1sc2nc(SC)nc(-c3ccc(Cl)cc3)c2c1N | -1 | -6
CCOc1ccc(/C=N/NC(=O)COc2ccccc2-c2ccccc2)cc1 | -3 | 9
O=C(NCCCN1CCOCC1)c1ccc2c(=O)n(CCc3ccccc3)c(=O)[nH]c2c1 | 0 | -2
O=c1oc(/C=C/c2ccccc2)nc2sc3c(c12)CCC3 | -3 | -19
Cc1cc(C)cc(N2C(=O)CC(N(C(=O)c3ccco3)c3cc(C)cc(C)c3)C2=O)c1 (stereo not drawn) | -3 | 15
CC(C)C(c1nnnn1C1CCCC1)N1CCOCC1 (stereo not drawn) | -1 | -4
O=C(CCN1CCc2ccccc2C1)Nc1ccccc1 | 2 | 9
CCN(CC)S(=O)(=O)c1ccc(-c2nnc(SCC(=O)Nc3cc(OC)cc(OC)c3)o2)cc1 | 1 | 10
CC(C)NC(=O)CCS(=O)(=O)c1cccc2nonc12 | -7 | -12
CCC(Cc1ccccc1)NC(=O)CSc1ccsc1[N+](=O)[O-] (stereo not drawn) | 5 | 12
O=C(c1cc(C2CC2)nc2ccccc12)N1N=C(C(F)F)CC1(O)C(F)F (stereo not drawn) | 0 | 20
CCOC(=O)/C=C1\SCC(=O)N1Cc1ccc(Br)cc1 | -5 | 13
CNC(=O)C1C(=S)NC(N)=C(C#N)C1c1ccccc1 (stereo not drawn) | 5 | -1
CCOC(=O)c1cn[nH]c1N | 11 | 3
Cc1c(C(=O)N(Cc2cccs2)C2CCS(=O)(=O)C2)oc2ccccc12 (stereo not drawn) | 0 | -18
CCN=C1Sc2nc3ccc(OCC)cc3cc2CN1CCOC | 19 | -12
Cc1cc(C)nc(N2CCC(C(=O)NCCc3ccccc3)CC2)n1 | 5 | 12
CCOC(=O)C1CCCN(C(=O)c2ccc(OC(C)=O)cc2)C1 (stereo not drawn) | -1 | 8
CCOC(=O)CSc1nc(N2CCOCC2)c2c(c1C#N)CC(C)(C)N(C)C2 | -1 | 8
COc1ccccc1NC(=O)C1=C(C)Nc2nc(-c3cccs3)nn2C1c1cccc(O)c1 (stereo not drawn) | 0 | 15
Cc1cccc(C(=O)NNC(=O)C2CCCO2)c1 (stereo not drawn) | -4 | -9
c1ccc2c(c1)oc1c(N3CCN(Cc4ccc5c(c4)OCO5)CC3)ncnc12 | -2 | -12
C=CCN1C(=O)CN=C1Nc1ccccc1 | -1 | 10
COc1ccc(N2C(=O)CCC2(C#N)c2ccc(OC)cc2)cc1 (stereo not drawn) | -6 | -1
Cc1nc(/C=C/c2ccccc2)cc(/C=C/c2ccccc2)n1 | 0 | -19
CCOC(=O)c1oc2nc3c(cc2c1N)COC(C)(C)C3 | 2 | -165

At a glance, some entries already given:
SMILES | ARNT-TACC3 inh | PAX8 inh HTS
COc1ccccc1NC(=O)C1=C(C)Nc2nc(-c3cccs3)nn2C1c1cccc(O)c1 (stereo not drawn) | 0 | 15
Cc1cccc(C(=O)NNC(=O)C2CCCO2)c1 (stereo not drawn) | -4 | -9
c1ccc2c(c1)oc1c(N3CCN(Cc4ccc5c(c4)OCO5)CC3)ncnc12 | -2 | -12
C=CCN1C(=O)CN=C1Nc1ccccc1 | -1 | 10
COc1ccc(N2C(=O)CCC2(C#N)c2ccc(OC)cc2)cc1 (stereo not drawn) | -6 | -1
Cc1nc(/C=C/c2ccccc2)cc(/C=C/c2ccccc2)n1 | 0 | -19
CCOC(=O)c1oc2nc3c(cc2c1N)COC(C)(C)C3 | 2 | -165

The listing continues.
SMILES | ARNT-TACC3 inh | PAX8 inh HTS
O=C(/C=N/O)Nc1cccnc1 | -4 | -24
COc1cc(O)oc1C=Nc1ccc(Cl)cc1Cl | 7 | 14
COc1ccc(CCCc2nnc(SCC(=O)Nc3nccs3)n2C)cc1C | 30 | -2
CCNc1nc(SC(C)C(=O)Nc2ccccc2)nc(N2CCOCC2)n1 (stereo not drawn) | -14 | 10
COc1ccccc1CNc1ccc(C(=O)O)cc1 | -20 | -4
CCOC(=O)Nc1ccc2c(c1)N(C(=O)CCN1CCOCC1)c1ccccc1S2=O (stereo not drawn) | -1 | 106*
CCOc1ccc2cc(/C=C/C(=O)c3ccco3)c(Cl)nc2c1 | -2 | -9
S=c1[nH]nc(-c2ccccc2)n1C1C=CCCC1 (stereo not drawn) | 16 | -9
CC(C)Cc1c(O)nc(SCCN2CCOCC2)[nH]c1=O | 3 | 2
Cc1cccc(C)c1NC(=O)CS(=O)CC(=O)Nc1ccc(F)cc1F (stereo not drawn) | -2 | 12
O=C(COc1ccccc1)N(Cc1ccccc1)c1nc(-c2ccccc2)cs1 | -5 | -22
CCOC(=O)C1CN(S(=O)(=O)c2ccc(F)cc2)C1 | -2 | -5
O=C(c1cc2c(ccc3ccccc32)o1)N1CCN(c2ncc(C(F)(F)F)cc2Cl)CC1 | -42 | 1
CSc1ccc(Cl)c(C(=O)OCC(=O)NCC(C)C)c1 | 8 | -12
Cn1c(=O)c2c(nc(NCc3ccco3)n2Cc2ccc(Cl)cc2Cl)n(C)c1=O | 0 | -1

Exported with two lines to a compound: part of the list above.
Below each compound: ARNT-TACC3 inh, PAX8 inh HTS
- COc1ccc(Cn2cccc(NC(=O)Nc3ccc(C#N)cc3)c2=O)cc1
→ -1, 13
- CCOC(=O)c1cn[nH]c1N
→ 11, 3
- CCCCC(=O)Nc1ccc(NC(=O)C2CC2)cn1
→ -21, -7
- Cn1c(=O)oc2ccc(C(=O)CSc3nnnn3-c3ccccc3)cc21
→ -6, 3

(cont.)
SMILES | ARNT-TACC3 inh | PAX8 inh HTS
CCOC(=O)c1sc2nc(N3CCOCC3)c3c(c2c1N)CC(C)(C)N(C)C3 | -2 | -8
COc1cccc(CNS(=O)(=O)/C=C/c2ccc3c(c2)OCO3)c1 | 2 | -6
CCS(=O)(=O)C(=C(Nc1ccc(OC)cc1)Nc1ccc(OC)cc1)S(=O)(=O)CC | -6 | 17
CC(=O)Nc1ccc(C(=O)OCC(=O)NC(=O)NC2CCCCC2)cc1 | -1 | 12
O=C(O)C1(c2cccc(Cl)c2)CCC1 | 8 | -11
CN(C)C(CNC(=O)CCCc1c[nH]c2ccccc12)c1ccco1 (stereo not drawn) | -8 | 21
Cn1c2ccccc2c2ncn(Cc3ccco3)c(=O)c21 | 0 | 27
Cc1cccc(N2C(=O)CC(N(O)c3ccccc3)C2=O)c1 (stereo not drawn) | -3 | -54
CCOC(=O)c1ccc(NC(=O)CCc2nc(-c3ccc(C)cc3)no2)cc1 | 0 | 23
O=C(Nc1nc(-c2cccs2)cs1)c1cccc(S(=O)(=O)N2CCCCC2)c1 | 4 | 33
O=C(NC1CC2CCC1C2)c1ccc(CN2CCOCC2)cc1 (stereo not drawn) | -2 | -48
CCC(=O)Nc1cc(C)c(NC(=O)c2ccco2)cn1 | -3 | -30
COc1ccccc1NC(=O)CCC(=O)Nc1ccccc1OC | -6 | -17
O=C(NCCCN1CCOCC1)c1ccc(CS(=O)(=O)c2cccc(C(F)(F)F)c2)o1 | 1 | 7
Cc1onc(-c2ccccc2)c1C(=O)Nc1nc2c(s1)CCCC2 | -4 | 28
O=C(CN1CCCCCC1)Nc1ccc(Br)cc1Br | -2 | -124
COc1ccc(NC(=O)CNS(=O)(=O)c2cccc3nonc23)c(OC)c1 | 2 | 4
Cc1csc(NC(=O)CCn2c(=O)oc3ccccc32)n1 | -10 | -5
CC1=C(C#N)C(C)C2=C(CC(C)(C)CC2=O)N1 (stereo not drawn) | -1 | -12
COc1ccc(S(=O)(=O)NCc2ccc3c(c2)OCO3)cc1C(=O)O | 0 | 7
CCOC(=O)c1[nH]c2ccc(Br)cc2c1NC(=O)CCN1CCC(C)CC1 | -6 | -9
O=C(CSc1nnc(CNc2cccc(Cl)c2)o1)OC1CCCCC1 | 2 | -13
CCc1nc(C)ccc1OCC(=O)NCCCN(C)C | -3 | -17
O=c1[nH]ncn1-c1cccc(C(F)(F)F)c1 | -3 | 21
c1csc(C2Nc3cccc4cccc(c34)N2)c1 | 5 | 4
O=c1[nH]nc(CNc2ccc(O)cc2)c2ccccc12 | 29 | 8
COc1cccc(N(C(C)=O)c2nc(C)cc(C)c2C#N)c1 | -1 | 0
CCOc1cc2nc(-c3ccc(OC)c(OC)c3)nc(NCCCN3CCOCC3)c2cc1OC | 55* | 13
O=C(c1csc2c1CCCC2)N1CCN(c2cccc(C(F)(F)F)c2)CC1 | -2 | 1
COc1ccc2oc(=O)c(-c3nnc(NCc4ccco4)s3)cc2c1 | -2 | -111
CCN1C(=O)CC(NNC(=O)c2ccc(Cl)cc2)C1=O (stereo not drawn) | -3 | -8
COC(=O)c1sccc1NC(=O)CSc1ccccc1NS(=O)(=O)c1ccc(F)cc1 | -4 | 2
Nc1nncn1C(=O)c1cccs1 | 4 | 9
O=C(c1cc2ccccc2o1)c1cccs1 | 12 | -177
Cc1ccc(O)c(NC(=O)COc2cc(C)ccc2C)c1 | -4 | -13
CCCCNC(NCCCC)=C(S(=O)(=O)CC)S(=O)(=O)CC | -2 | 0
CCCCNC(=O)c1ccccc1C(=O)NCCCC | 1 | 0

Arranged by SMILES length (smallest number first): part of the list above
SMILES | ARNT-TACC3 inh | PAX8 inh HTS
CCCCNC(=O)c1ccccc1C(=O)NCCCC | 1 | 0
COC(=O)Cn1c2c(c3cc(C)ccc31)CCCC2 | -7 | 3
CCC(Cc1ccccc1)NC(=O)CSc1ccsc1[N+](=O)[O-] (stereo not drawn) | 5 | 12
COc1ccc(S(=O)(=O)NCc2ccc3c(c2)OCO3)cc1C(=O)O | 0 | 7
COC(=O)c1ccc(-c2sc3nc(N4CCOCC4)c4c(c3c2N)CC(C)(C)OC4)o1 | 0 | -9

Source: PubChem (Broad Institute)

Only part of the results is shown; count on the stated rates, not on these rows.
